# Assay outcomes: PubChem BioAssay, several laboratories
# OXTR agonist: agonists of human oxytocin receptor; P30559; CHO-OTR cells, Fluo-8 calcium fluorescence; normalized: DMSO 0%, oxytocin 100%; activation, % at 3 µM; 0.32% of 320,000 active;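 active = activation above the mean of all tested compounds plus 3 SD, cutoff set per screening run, cut at about 20% in these data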;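 also: peak over basal fluorescence ratio from a 100 s FLIPR kinetic read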
# Target sequence (P30559 whole entry, looked up): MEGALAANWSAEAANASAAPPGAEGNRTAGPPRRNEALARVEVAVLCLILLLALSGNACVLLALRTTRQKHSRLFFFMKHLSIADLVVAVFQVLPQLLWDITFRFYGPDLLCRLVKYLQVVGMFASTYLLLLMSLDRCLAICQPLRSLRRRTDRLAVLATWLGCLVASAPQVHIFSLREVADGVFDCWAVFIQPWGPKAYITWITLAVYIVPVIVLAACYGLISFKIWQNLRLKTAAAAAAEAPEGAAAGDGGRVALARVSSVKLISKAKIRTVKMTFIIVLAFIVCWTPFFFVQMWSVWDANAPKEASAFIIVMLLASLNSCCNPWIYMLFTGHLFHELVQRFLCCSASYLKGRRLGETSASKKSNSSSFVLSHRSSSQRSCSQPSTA
# GalR3 antagonist: human GalR3 antagonism | O60755 | HEK293 GalR3-CNG cAMP membrane potential fluorescence; galR3 body fused to GalR1 C-terminus | inhibition, % at 3 µM | 0.44% of 360,000 active;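 active = inhibition above the screen-wide average plus 3 SD, cut at about 13% in these data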;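 also: forskolin and galanin both at EC90 stimulate the cells; cAMP rise reported by CNG channel membrane potential dye signal; 0% = forskolin plus galanin with DMSO and 100% = forskolin alone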
# V1aR counter: V1a receptor agonism, counter-screen for OXTR agonists; P37288; 0.25% of 320,000 active; CHO-V1R cells, Fluo-8 calcium fluorescence, agonist mode; 0% DMSO, 100% 3 nM vasopressin; activation, % at 3 µM; AID 2797;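 active = activation above the mean activation of all tested compounds plus 3 SD, per screening run, cut at about 20% in these data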;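 also: signal is peak over basal fluorescence ratio across a 100 second FLIPR read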
# Target sequence (P37288 whole entry, looked up): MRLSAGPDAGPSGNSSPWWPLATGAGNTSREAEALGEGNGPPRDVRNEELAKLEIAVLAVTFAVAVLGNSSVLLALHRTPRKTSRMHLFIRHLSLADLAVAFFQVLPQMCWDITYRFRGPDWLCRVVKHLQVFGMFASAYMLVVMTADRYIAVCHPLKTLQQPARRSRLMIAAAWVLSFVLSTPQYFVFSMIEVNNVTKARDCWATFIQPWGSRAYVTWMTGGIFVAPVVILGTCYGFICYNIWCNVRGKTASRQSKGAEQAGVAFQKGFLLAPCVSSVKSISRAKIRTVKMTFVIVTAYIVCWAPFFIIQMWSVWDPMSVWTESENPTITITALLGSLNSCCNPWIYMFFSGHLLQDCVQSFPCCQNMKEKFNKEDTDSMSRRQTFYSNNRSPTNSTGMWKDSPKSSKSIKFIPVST
# IMP-1 inhibitor: inhibitors of Pseudomonas aeruginosa IMP-1 metallo-beta-lactamase; 0.45% of 290,000 active; AID 1556; purified IMP-1, nitrocefin hydrolysis, epi-absorbance fluorescence; inhibition, % at 5.6 µM;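 active = inhibition above the mean plus 3 SD of all compounds in the same screening run, cut at about 4.5% in these data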;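 also: 0% = IMP-1 with DMSO and 100% = DMSO wells lacking enzyme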
#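 system = purified recombinant IMP-1 beta-lactamase | amount = 0.2 nM IMP-1, as dispensed | medium = HEPES buffer pH 7.1 with ZnSO4 and Brij 35 | times = 25 °C, 15 min preincubation, 25 min reaction | detection = plate fluorescence quenching by hydrolysis product, ex 480/em 530 nm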
# GPR7 antagonist: antagonists of human GPR7 (neuropeptides B/W receptor 1); GPR7-expressing cells, fluorescence antagonist assay; inhibition, % at 4.4 µM; P48145; 1.1% of 290,000 active; in the data active = inhibition above about 16%, passing the limit was not always enough;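 also: cells stimulated with the agonist NPW; 0% = agonist with vehicle and 100% = vehicle without agonist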
# DNA FID counter: fluorescent intercalator displacement, NS3 helicase counter-screen; 0.17% of 290,000 active; inhibition, % at 7.9 µM; DNA fluorescent intercalator displacement, fluorescence; in the data active = inhibition above about 37%;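 also: 0% = vehicle and 100% = reference compound; higher means more ethidium bromide displaced from hairpin DNA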
# VIM-2 inh: blocks Pseudomonas aeruginosa VIM-2 metallo-beta-lactamase; inhibition, % at 5.6 µM; purified VIM-2, nitrocefin hydrolysis, epi-absorbance fluorescence; 0.89% of 290,000 active;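 active = inhibition above the mean of all tested compounds plus 3 SD, cutoff set per screening run, cut at about 7.5% in these data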;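 also: red hydrolysis product quenches plate fluorescence so inhibitors raise well fluorescence; 0% = enzyme with DMSO and 100% = DMSO without enzyme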
# NS3 helicase inh: blocks Hepatitis C virus NS3 helicase unwinding | NS3 helicase DNA unwinding, Cy5 molecular beacon fluorescence | inhibition, % at 10.9 µM | 0.56% of 290,000 active | AID 1800;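 active = inhibition above the mean of all tested compounds plus 3 SD, set per campaign, cut at about 35% in these data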;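 also: 0% = DMSO wells and 100% = thioflavine S control wells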
#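 Assay system – hepatitis C virus NS3 helicase domain fragment enzyme · Buffer or medium – MOPS pH 6.5, MgCl2, DTT, Tween20, BSA · Reagent – Cy5/quencher beacon DNA duplex and ATP to start · Compound – single 10.9 µM dose · Timing – 1 h at 25 °C · Technique – Cy5 beacon fluorescence read at start and 1 h · Measure – % inhibition of unwinding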
# PHOSPHO1 block: blocks human PHOSPHO1 phosphatase activity | Q8TCT1 | inhibition, % at 13.3 µM | AID 1565 | recombinant PHOSPHO1, absorbance phosphatase assay | 1.1% of 290,000 active; in the data active = inhibition above about 60%
# Target sequence (Q8TCT1 whole entry, looked up): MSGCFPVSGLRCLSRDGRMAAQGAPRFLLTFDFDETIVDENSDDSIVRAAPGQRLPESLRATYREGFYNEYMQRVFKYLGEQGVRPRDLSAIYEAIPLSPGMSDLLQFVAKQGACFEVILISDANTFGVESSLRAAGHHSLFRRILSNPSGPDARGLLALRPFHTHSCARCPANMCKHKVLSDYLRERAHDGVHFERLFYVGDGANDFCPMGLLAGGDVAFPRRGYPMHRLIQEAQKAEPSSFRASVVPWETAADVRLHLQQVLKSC
# An asterisk follows results filed as active; . = not tested or not shown.
# Second line of a record – DNA FID counter	VIM-2 inh	GalR3 antagonist	V1aR counter	IMP-1 inhibitor	GPR7 antagonist	OXTR agonist	NS3 helicase inh	PHOSPHO1 block
- COc1ccc(NC(=O)CSc2nnc(Cc3cccn3C)n2-c2ccc(OC)cc2)cc1
    -30	0.3	1	0.3	-3.9	-1	-0.1	3	2
- COC(=O)C(NC(=O)CCC(=O)NC(C(=O)OC)c1ccccc1)c1ccccc1 (stereo unspecified)
    -19	-1.4	-6	0.8	-3.4	-4	0.0	15	-19
- C=CCNC(=O)c1onc(CSc2ccc(Cl)cc2)c1C(=O)O
    -23	-2.0	0	0.6	-2.0	4	-0.2	14	42
- CC(C)Cn1cc(C(=O)NC2CCN(Cc3ccccc3)CC2)c2c3ccccc3n(C)c2c1=O
    9	-3.0	-5	0.0	-2.7	-2	-1.0	-30	43
- COc1cccc(C(=O)Nc2cccc(NC(=O)c3ccccc3Cl)c2)c1
    -15	-3.7	-4	0.2	-2.8	-6	-0.7	5	35
- S=C(NCCN1CCOCC1)Nc1ccc(Cl)cc1Cl
    8	-0.8	-2	-0.3	-0.4	-1	0.0	-5	-2
- CCOC(=O)NC(NC(=S)Nc1ccccc1OC)C(Cl)(Cl)Cl (stereo unspecified)
    -6	-0.1	-3	1.8	-2.3	-4	0.2	8	-12
- CCOc1ccc(-n2c(O)c(/C=N/NC(=O)C3COc4ccccc4O3)c3ccccc3c2=O)cc1 (stereo unspecified)
    -12	-3.0	-1	1.2	1.4	-5	1.4	7	-6
- COc1ccc(CCC(=O)NCCc2ccc(Cl)cc2)cc1
    -23	-1.5	-9	-0.9	-1.7	2	-1.6	10	6
- OCCn1c(SCCOc2ccccc2F)nc2ccccc21
    -10	0.2	-2	5.1	-3.3	-4	0.7	-10	11

# Reprinted at random: two compounds from above, in no set order.
# Second line of a record – DNA FID counter	VIM-2 inh	GalR3 antagonist	V1aR counter	IMP-1 inhibitor	GPR7 antagonist	OXTR agonist	NS3 helicase inh	PHOSPHO1 block
- CC(C)Cn1cc(C(=O)NC2CCN(Cc3ccccc3)CC2)c2c3ccccc3n(C)c2c1=O
    9	-3.0	-5	0.0	-2.7	-2	-1.0	-30	43
- CCOc1ccc(-n2c(O)c(/C=N/NC(=O)C3COc4ccccc4O3)c3ccccc3c2=O)cc1 (stereo unspecified)
    -12	-3.0	-1	1.2	1.4	-5	1.4	7	-6

# (cont.)
# Second line of a record – DNA FID counter	VIM-2 inh	GalR3 antagonist	V1aR counter	IMP-1 inhibitor	GPR7 antagonist	OXTR agonist	NS3 helicase inh	PHOSPHO1 block
- O=C(COc1ccccc1[N+](=O)[O-])Nc1cc(Cl)ccc1C(=O)O
    -17	0.9	1	-0.2	-1.0	-18	-0.1	14	32
- CC1CCN(S(=O)(=O)c2ccc(Cl)cc2)CC1
    -5	-1.8	-8	0.4	0.2	-3	-2.6	-4	-13
- CCN(CC)S(=O)(=O)c1ccc(C(=O)Oc2cc(C)[nH]c(=O)c2[N+](=O)[O-])cc1
    4	3.4	-4	-0.5	-1.6	-9	0.2	-4	-4
- O=S(=O)(Nc1ncccn1)c1ccc(F)cc1
    -4	-1.6	-5	.	-3.7	-17	.	14	24
- CC(=O)N1CCC(O)(c2ccc3c(c2)OCO3)CC1
    0	-1.5	-12	-0.6	-2.6	-10	0.9	3	.
- COc1cccc(-c2nnc3n2N=C(c2cc(OC)ccc2OC)CS3)c1
    -6	0.1	3	0.0	-1.0	4	-1.4	-1	36
- COc1ccc(CC(=O)NC(C)c2ccc(S(N)(=O)=O)cc2)cc1S(=O)(=O)N1CCOCC1 (stereo unspecified)
    -9	-4.4	-3	0.7	-2.3	-14	-0.7	7	4
- Cn1c(-[n+]2c(-c3ccccc3)cc(-c3ccccc3)cc2-c2ccccc2)nc2c([N+](=O)[O-])cccc21
    -1	-4.5	1	-0.1	-3.1	-5	-0.7	-7	2
- CCN(CC)CC(=O)N1CCCC(N2CCN(c3cccc(C(F)(F)F)c3)CC2)C1 (stereo unspecified)
    17	-0.3	-1	1.2	-0.5	10	-0.2	15	.
- CCOC(=O)c1cccnc1NC(=O)c1ccncc1
    -11	-1.0	-4	0.2	-5.2	-6	0.0	-1	7
- COCCNC(=O)C1CCN(S(=O)(=O)N2CCC3(CC2)OCCO3)CC1
    -1	-1.5	0	0.7	-0.2	-12	0.3	7	48
- CCc1ccccc1-n1c(SCC(=O)Nc2ccc3c(c2)OCCO3)nc2[nH]ncc2c1=O
    -7	-1.5	-4	-1.2	-2.8	-14	-1.5	-5	11
- CCCC(=O)N(c1ccc(OCC)cc1)C1C=CS(=O)(=O)C1 (stereo unspecified)
    -7	-2.5	4	0.3	-3.1	-1	-0.6	-5	28
- O=C(Cn1cnc2cc([N+](=O)[O-])ccc2c1=O)NCCc1ccc(Cl)cc1
    4	-0.4	-3	3.5	-0.3	12	-0.2	-4	-5
- CNS(=O)(=O)c1cc(C(=O)NCc2ccco2)ccc1Cl
    -2	-2.3	-1	2.0	-5.0	-5	1.2	6	13
- COc1ccc(CNC(=O)CCSCc2ccccc2Cl)c(OC)c1
    -19	-0.4	-4	0.7	-0.7	1	-1.4	3	4
- O=C(c1ccccc1)N(Cc1ccc(F)cc1)C1CCS(=O)(=O)C1 (stereo unspecified)
    -6	-4.3	-5	0.5	-1.6	-7	0.1	-4	17
- CCCc1cc(=O)n2[nH]c(-c3ccc(C)cc3)cc2n1
    -10	-2.4	1	-1.3	-3.7	8	-0.9	4	-3
- CCOCCn1c(CN2CCN(c3ccc(F)cc3)CC2)nc2c1c(=O)n(C)c(=O)n2C
    -15	-1.7	-6	-0.7	-1.1	-20	-0.2	-7	19
- CCN(CC(=O)NCc1ccc(F)cc1)Cc1nc2ccccc2c(=O)[nH]1
    -13	-3.1	-2	0.3	-3.4	-15	1.0	1	0
- O=C(COc1ccccc1)NC(=S)Nc1cccc(NC(=O)c2ccccc2Cl)c1
    -2	-4.1	-1	2.1	-1.1	4	0.8	-2	6
- O=C1CNC(=O)/C1=C\c1ccc(O)cc1
    1	-3.2	-7	-0.1	-1.3	-3	0.2	7	-7
- Cc1cc(C)c(NC(=O)CSc2ccc(-c3cccnc3)nn2)c(C)c1
    -12	-3.0	7	-0.5	-3.9	-12	0.8	6	-11
- COc1ccc(-n2cc(CN[C@H]3CCCCNC3=O)c(-c3cccc(F)c3)n2)cc1
    9	-2.8	-4	10.0	-3.3	0	2.7	-37	27
- O=C(CCCOc1ccccc1)Nc1ccc(S(=O)(=O)Nc2ccccn2)cc1
    -12	4.6	.	0.6	0.1	0	-1.1	13	13
- CCCC(c1nnnn1Cc1ccc(OC)cc1)N1CCC(C(N)=O)CC1 (stereo unspecified)
    -5	0.1	-4	1.0	-0.2	-6	0.1	-9	-10
- CCn1cc(/C=N\NC(=O)c2cc(-c3ccccc3OC)nc3ccccc23)c(C)n1
    -26	-4.9	5	1.6	-3.8	-11	0.0	4	-15
- O=C1C(NS(=O)(=O)c2cccs2)=C(N2CCN(Cc3ccccc3)CC2)C(=O)c2ccccc21
    0	2.2	5	-1.5	-1.1	-16	-2.0	-9	-7
- COc1ccccc1NS(=O)(=O)c1ccc(C)c(NC(=O)c2ccc(S(=O)(=O)N3CCCCCC3)cc2)c1
    -19	-2.5	-9	0.8	-3.0	1	-0.5	1	-13
- S=c1[nH]nc(-c2cc(-c3ccccc3)n[nH]2)n1/N=C/C=C/c1ccco1
    -9	-2.9	-2	0.4	-2.2	-17	-0.3	30	23
- CCOC(=O)C(=Nc1ccccc1)NO
    -4	-1.4	6	1.1	-1.7	-11	0.0	1	16
- COc1ccc(-c2nnc3cccc(Cl)n23)c(OC)c1
    -12	-1.6	-7	-0.7	-3.5	-6	0.4	13	20
- Fc1ccccc1NC(=S)NCCc1ccc(Cl)cc1
    -10	-4.7	-1	.	-4.3	-1	.	-7	-20
- Cc1ccc(C(=O)OCN2C(=O)c3ccccc3C2=O)c(O)c1
    -18	-4.1	-2	0.3	-4.2	-21	0.3	14	21
- NCCOc1ccccc1-c1ccccc1
    14	-0.4	-6	1.0	0.3	2	1.7	-15	16
- OC1CN=C2CCCc3c2n(c2ccc(Cl)cc32)C1 (stereo unspecified)
    3	-1.8	-8	0.1	-2.7	-4	-0.5	-12	-27
- COc1ccc(CCn2c(-c3cccc([N+](=O)[O-])c3)nc3nc4ccccc4nc32)cc1OC
    -10	-3.0	0	1.6	-4.9	1	1.1	10	6
- O=[N+]([O-])c1ccc(Cl)cc1CN1CCCCCC1
    -2	-1.6	-4	0.2	-2.9	-13	-1.4	-2	-2
- COc1ccc(S(=O)(=O)NNC(=O)Nc2ccccc2OC)c(OC)c1
    -6	-2.8	1	.	-0.6	6	.	3	18
- CCOC(=O)N1CCN(S(=O)(=O)c2ccc(F)c(C(=O)Nc3ccc(C)c(Cl)c3)c2)CC1
    -13	-2.7	-1	4.2	-4.3	12	2.2	-24	14
- C[C@H](O)CC1=C[C@H](O)[C@@H](C)OC1=O
    -4	-0.2	-7	0.6	0.4	14	-0.1	8	28
- Cc1ccc(/C=C/C2=NN(C)C(=O)CC2)cc1
    -3	-2.0	-4	0.7	-3.1	-12	-1.4	9	28
- COc1ccc(Nc2nc(N3CCN(C)CC3)nc3ccccc23)c(OC)c1
    46*	16*	-10	0.4	-1.4	-12	2.4	17	16
- Cc1ccc(CNCC2CCCO2)o1 (stereo unspecified)
    -2	-1.1	-4	-0.8	-1.5	19*	-1.1	11	-9
- COc1ccc(NC(=S)NC(NC(=O)CCl)C(Cl)(Cl)Cl)c([N+](=O)[O-])c1 (stereo unspecified)
    6	0.2	.	1.4	-0.7	-19	0.6	10	32
- CCOC(=O)c1ccc(NC(=S)N2CCSC2c2ccc(Br)cc2)cc1 (stereo unspecified)
    -5	-4.5	-12	37*	-2.5	13	48*	-6	14
- COc1ccc(-c2cn3c(C)c(C(=O)NC(C)C)sc3n2)cc1
    -6	-1.4	-5	0.3	3.2	-7	-0.8	2	-9
- CN(Cc1ccccc1)C(=O)NC1CCCCC1
    -3	-0.8	-7	-0.6	3.2	-4	-0.4	-3	-11
- CC(C)(C)OC(=O)NCCCCCc1nnc(SCc2ccccc2)o1
    -52	-3.0	-1	11	-2.5	4	0.5	2	24
- COc1cccc(-c2cc(-c3cccnc3)nc(N)c2C#N)c1
    -15	-2.7	-3	9.4	-3.7	-7	-2.7	-24	36

# Later entries:
# Second line of a record – DNA FID counter	VIM-2 inh	GalR3 antagonist	V1aR counter	IMP-1 inhibitor	GPR7 antagonist	OXTR agonist	NS3 helicase inh	PHOSPHO1 block
- C=CCn1c(NC(=O)c2ccco2)nc2ccccc21
    -17	-3.5	-5	-1.6	-4.3	-15	-1.9	12	33
- Cc1c(C)c(C)c(CO/N=C/c2cccs2)c(C)c1C
    -16	1.0	3	1.9	-2.0	2	-3.5	-1	-14
- CCn1c(SCC(=O)N2CCOCC2)nc2oc3c(Cl)cc(Cl)cc3c(=O)c2c1=O
    -4	1.5	.	-0.2	-2.0	-4	0.1	22	7
- CC(C)(C)c1ccc(CCC(CC(=O)O)CC(=O)O)cc1
    -10	-2.5	-1	-0.1	-2.7	-11	0.2	12	21
- O=[N+]([O-])c1ccc(-c2nc(NCc3ccccc3)c3ccccc3n2)cc1
    7	-1.8	-4	0.8	-4.0	6	1.4	5	-11
